Assay outcomes as filed in PubChem BioAssay.
Tb hexokinase = Trypanosoma brucei hexokinase 1 inhibitors, primary screen, biochemical, G6PDH-coupled NADH absorbance, MLSCN library | hexokinase 1 [Trypanosoma brucei] | recombinant TbHK1, G6PDH-coupled NADH A340 | inhibition, % at 10 µM | 0.11% of 220,000 active | AID 1430, 2008;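 active means inhibition of 50% or more in the single-dose primary screen; inactive means inhibition below 50%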
Rad51 HR inh = human RAD51 strand exchange inhibitors, primary screen, biochemical, fluorescence; 0.085% of 200,000 active; inhibition, % at 10 µM; DNA repair protein RAD51 homolog 1 (Homo sapiens), Q06609; hRad51 DNA strand exchange, fluorescence dequenching;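 active means inhibition above 40% at the single screening dose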;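 further: 0% = DMSO control wells and 100% = blanks with heterologous ssDNA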
Target sequence (Q06609 whole entry, looked up): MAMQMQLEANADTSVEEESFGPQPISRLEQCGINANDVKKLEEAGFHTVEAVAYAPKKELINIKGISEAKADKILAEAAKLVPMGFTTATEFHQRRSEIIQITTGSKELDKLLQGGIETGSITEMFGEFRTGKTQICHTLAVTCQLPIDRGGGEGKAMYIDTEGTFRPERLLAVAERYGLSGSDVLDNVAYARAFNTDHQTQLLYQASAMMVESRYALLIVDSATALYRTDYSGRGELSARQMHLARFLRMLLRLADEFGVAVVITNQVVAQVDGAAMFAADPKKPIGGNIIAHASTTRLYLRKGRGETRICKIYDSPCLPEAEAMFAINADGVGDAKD
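Material: human Rad51–ssDNA filaments; Probe or stimulus: labelled 47-mer dsDNA for strand exchange; Doses: single 10 µM dose; Incubation: 37 °C 15-min filament assembly, 30-min compound preincubation, 15-min exchange; Technique: FRET fluorescence dequenching, excitation 485 nm, emission 520 nm; Measure: Fluorescence-based percent inhibition, control- and blank-normalised; Benchmarks: plate control and blank wells.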
Hck Nef HTS = inhibitors of Nef-activated human Hck kinase, primary screen, biochemical, Z-Lyte FRET, 384-well, Hck-YEEI; Tyrosine-protein kinase HCK (Homo sapiens), P08631; Recombinant Hck-YEEI plus Nef, Z-Lyte FRET kinase assay; inhibition, % at 20 µM; 0.68% of 220,000 active; AID 463187, 2010;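 active means Hck-Nef kinase inhibition above about 50%, limit read from the data; inactive means inhibition below that limit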;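 further: 0% = DMSO with Hck plus Nef and 100% = Hck alone without Nef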
zVAD death inh = inhibitors of zVAD-triggered necroptosis, primary screen, L929 cells; L929 zVAD necroptosis rescue, ATP luminescence, 24 h; with zVAD 60 µM; AID 1377, 2008; viability rescue, % at 10 µM; 0.38% of 220,000 active;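 active means activation, scaled between plate controls, above about 75%, limit read from the data; inactive means activation under that limit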;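 further: 0% = zVAD with DMSO and 100% = DMSO alone without zVAD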
m-calpain inh = inhibitors of pig calpain II, primary screen, biochemical, fluorogenic peptide substrate, 1536-well; 0.37% of 220,000 active; purified calpain II, 30 min; AID 1236, 2008; inhibition, % at 16 µM;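 active means inhibition above about 50%, limit read from the data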
eIF4E-4G inh = eIF4E–eIF4G protein interaction inhibitors, primary screen, biochemical, uHTS, TR-FRET, eIF4GI fragment | inhibition, % at 21.7 µM | AID 782, 2007 | TR-FRET eIF4E-eIF4GI(517-606) binding, 2 h | 0.37% of 220,000 active | Eukaryotic translation initiation factor 4E (Mus musculus) + Eukaryotic translation …;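 active means inhibition above about 30%, limit read from the data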;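 further: 0% = full FRET control wells and 100% = background wells lacking eIF4GI fragment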
PGE2 EP2 inh = human EP2 receptor antagonists, primary screen, TR-FRET cAMP, C6 glioma cells; 0.52% of 260,000 active; AID 1422, 2008; inhibition, % at 25 µM; C6 glioma cells expressing human EP2; cells stimulated with saturating PGE2;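 active means percent inhibition above 40 after rounding to a whole number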;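 further: rat C6 glioma host cells with rolipram phosphodiesterase inhibitor present; the protocol text gives 20 µM as final concentration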
Target sequence (P43116 whole entry, looked up): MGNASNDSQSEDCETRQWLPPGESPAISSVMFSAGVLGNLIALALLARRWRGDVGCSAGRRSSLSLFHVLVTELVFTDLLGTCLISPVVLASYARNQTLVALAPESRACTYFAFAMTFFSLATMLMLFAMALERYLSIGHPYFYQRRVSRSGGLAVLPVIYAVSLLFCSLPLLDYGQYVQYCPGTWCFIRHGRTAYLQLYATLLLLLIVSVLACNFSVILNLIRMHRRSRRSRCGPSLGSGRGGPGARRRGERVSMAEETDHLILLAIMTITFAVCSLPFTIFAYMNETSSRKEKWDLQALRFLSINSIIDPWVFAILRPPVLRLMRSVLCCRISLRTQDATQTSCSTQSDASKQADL
EP2 mod = EP2 receptor modulators, cAMP readout, primary screen, cell-based, HTRF cAMP, PGE2 stimulation; Prostaglandin E2 receptor EP2 subtype (Homo sapiens), P43116; 0.83% of 260,000 active; induction, % at 25 µM; EP2-expressing cells, cAMP HTRF FRET, PGE2 co-stimulation;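 active means compounds whose cAMP rise, as percent of the full-agonist control response, exceeds 60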;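 further: rat C6 glioma line stably carrying human EP2 under a CMV promoter; the protocol text gives 20 µM as final concentration; 100% = response of wells given 1 µM PGE2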
14-3-3 Bad PPI = inhibitors of 14-3-3 zeta/Bad binding, primary screen, biochemical, TR-FRET, bovine 14-3-3 zeta; inhibition, % at 21.7 µM; 0.71% of 220,000 active; 14-3-3 protein zeta/delta (Bos taurus), P63103; TR-FRET 14-3-3zeta/Dy647-pBad peptide displacement, 1 h;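 active means inhibition above about 70%, limit read from the data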;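 further: 0% = full 14-3-3 plus peptide FRET controls and 100% = background without 14-3-3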
Target sequence (P63103 whole entry, looked up): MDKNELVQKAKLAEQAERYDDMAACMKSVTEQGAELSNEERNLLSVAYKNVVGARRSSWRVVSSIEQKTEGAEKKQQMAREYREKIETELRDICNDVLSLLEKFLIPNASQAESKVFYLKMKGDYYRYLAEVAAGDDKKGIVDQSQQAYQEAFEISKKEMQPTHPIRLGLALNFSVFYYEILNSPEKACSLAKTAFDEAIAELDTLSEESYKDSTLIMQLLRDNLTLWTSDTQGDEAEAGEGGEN
Numbers without * were called inactive; i = inactive; . = no result given; & = joins results of further samples; [ ] = dose if it differs, or a comment. The list is partial (hit frequency here may not be typical).

SMILES	Tb hexokinase	Rad51 HR inh	Hck Nef HTS	zVAD death inh	m-calpain inh	eIF4E-4G inh	PGE2 EP2 inh	EP2 mod	14-3-3 Bad PPI
CCOc1ccc(C(=O)N2CCN(c3cnn(-c4ccccc4)c(=O)c3Cl)CC2)cc1	-24	.	8	-0.3	10	1	10	-4	-6
O=C(O)CCSc1nnc(COc2cccc3ccccc23)n1-c1cccc(Cl)c1	-6	6	16	1.9	-42	-2	7	-12	-4
COc1ccc(CCN(C)C2CC(=O)N(c3ccccc3)C2=O)cc1OC (stereo not drawn)	-15	.	5	0.3	-13	3	2	0	7
CSc1nc2ccc(NS(=O)(=O)c3c(Cl)cccc3Cl)cc2s1	19	.	1	-0.4	2	3	7	-34	18
CCOc1ccc(NC(=O)CN2C(=O)CSC2=O)cc1	-6	-2	21	7.2	-21	-2	14&8	-4&11	-5
CCN(CC)c1ccc2cc(-c3nc4ccccc4[nH]3)c(=O)oc2c1	68*	i	-9	29	5	-24[fluorescence artefact?]	9	-1	45[fluorescence artefact?]
O=C(C1CCC(CNS(=O)(=O)c2cccc3nsnc23)CC1)N1CCN(c2ccccn2)CC1 (stereo not drawn)	-9	-20	23	2.1	-45	2	7	14	-5
O=C(Nc1ccc(F)cc1)Nc1ccccc1N1CCCCC1	0	10	-1	1.3	-6	1	10	-34	-8
CC1CCc2c(sc3nc(CN4CCOCC4)nc(N4CCc5ccccc5C4)c23)C1 (stereo not drawn)	-10	5	4	-0.2	-60	8[fluorescence artefact?]	10	25	-4
Cc1nc2ncnn2c(C)c1CCC(=O)N1CCN(C(=O)c2ccco2)CC1	8	2	1	0.0	-1	-9	5	13	6
O=C(Cc1c(Cl)cccc1Cl)NC1=NCCS1	1	-3	18	0.8	-7	0	6	27	2
Oc1ccc(N2CCN(c3ncnc4sc(-c5ccccc5)cc34)CC2)cc1	-14	-7	43	-3.0	-77	9	4	-52	-5
Cc1ccc(C2(C)NC(=O)N(CC(=O)NCc3cccs3)C2=O)cc1 (stereo not drawn)	37	-4	2	0.1	-11	5	6	4	-17
CCN(CC)S(=O)(=O)c1ccc(/C=C/C(=O)O)cc1	0	4	21	6.9	-12	5	3	17	-14
Cc1ccc(/C=C(\C#N)C(=O)NCCN2CCOCC2)cc1	-18	10	27	0.7	16	-5	6	0	-10
CCOc1ccc(CCNC(=O)COC(=O)c2cccnc2OCC)cc1OCC	1	-4	5	-0.4	25	-3	4	-9	-16[fluorescence artefact?]
CSc1nnc(C)c(=O)n1COC(=O)/C=C/c1ccccc1	-7	8	25	2.4	-5	-4	3	-64	1
COC(=O)CSc1nc(N)c2c3c(sc2n1)C(c1ccccc1)SC(c1ccccc1)C3 (stereo not drawn)	0	-152	7	0.0	-62	4	6	-8	2
O=C(CCCOc1ccccc1)Nc1ccc(S(=O)(=O)N2CCOCC2)cc1	-2	3	0	0.1	-9	11	12&12	-41&-95	8
COC(=O)C1=C(O)/C(=C/c2cccc(OC)c2O)N=C1C	-29	15	-15	-0.3	7	9	18	3	2
Cc1ccc(-c2csc3ncn(-n4c(C)ccc4C)c(=O)c23)o1	-6	5	0	0.1	1	5	4	31	-7
O=C1CC(N2CCN(Cc3ccccc3)CC2)C(=O)N1c1ccccc1 (stereo not drawn)	-2	8	1	0.0	5	6	1	10	-9
COc1ccc(Cl)cc1N1Cc2ccccc2C1	-3	-8	2	-0.2	-152	-12	7	16	-11
COc1cccc(-c2cc(C(=O)Nc3cc(C)n(Cc4ccc(Cl)cc4)n3)no2)c1	-6	5	5	6.0	-29	-1	7	-21	0
CN(NC(=O)c1ccc(Cl)cc1Cl)C1=NS(=O)(=O)c2ccccc21	-8	6	-1	2.7	15	-11	5	7	-6
C/C(CC(=O)Nc1ccc(N(C)C)cc1)=N\NC(=O)C(=O)NCc1ccccc1	-11	.	5	0.1	-23	1	3	-6	5
COc1ccccc1-c1nc(C#N)c(N2CC(C)CC(C)C2)o1 (stereo not drawn)	-2	4	4	2.0	-126	-2	6	52	1
COc1cccc2cc(C(C)OC(=O)Nc3ccc(C)cc3)oc12 (stereo not drawn)	2	-34	-11	-0.2	8	1	11	-60	-20
CCn1c(SC)nnc1-c1nnc(SC)n1CC	5	-2	13	0.2	11	-1	8	11	19[fluorescence artefact?]
Cc1sc2c(=O)n3c(nc2c1C(=O)NCCCN1CCOCC1)CCCCC3	10	1	-1	0.3	-11	-7	12	6	-12

An excerpt from above in order of the 14-3-3 Bad PPI value, rising.
SMILES	14-3-3 Bad PPI
O=C1CC(N2CCN(Cc3ccccc3)CC2)C(=O)N1c1ccccc1 (stereo not drawn)	-9
Cc1ccc(-c2csc3ncn(-n4c(C)ccc4C)c(=O)c23)o1	-7
O=C(CCCOc1ccccc1)Nc1ccc(S(=O)(=O)N2CCOCC2)cc1	8

Next part
SMILES	Tb hexokinase	Rad51 HR inh	Hck Nef HTS	zVAD death inh	m-calpain inh	eIF4E-4G inh	PGE2 EP2 inh	EP2 mod	14-3-3 Bad PPI
CCCCn1c(SCC(=O)Nc2cccc(C)n2)nnc1-c1ccco1	-10	0	-1	-0.1	-14	11[fluorescence artefact?]	1	29	-9[fluorescence artefact?]
CSc1nnc(-c2ccccc2)n1N	8	-6	2	-0.6	9	-5[fluorescence artefact?]	0	5	4
Cc1cccc2cc(C#N)c(N3CCCC3)nc12	5	-3	7	2.0	-104	-68	7	40	-14[fluorescence artefact?]
COc1cc(NC(=O)CN2C(=O)NC(C)(CCC(C)C)C2=O)cc(OC)c1 (stereo not drawn)	1	-1	1	-0.2	17	1[fluorescence artefact?]	13	-16	-9[fluorescence artefact?]
CCCCc1ccc(NC(=S)N2CCCC(CO)C2)cc1 (stereo not drawn)	1	16	0	0.2	23	11	2	-8	0
O=C(O)c1ccccc1C(=O)Nc1ccc(Oc2cccc3ccccc23)cc1	6	1	20	2.5	-14	2	10	-3	0
CNC(=O)Nc1ccccc1C(=O)Nc1ccccc1	-2	-1	24	0.8	-6	-1	12	-5	-8
O=c1c2ccccc2[nH]c(=S)n1CCC1=CCCCC1	0	-4	1	-0.4	-8	1	10	19	-12
CC(C)C[C@@H]1NC(=O)[C@H](C(C)C)NC(=O)c2cc([N+](=O)[O-])cc(I)c2OCC[C@@H](C(N)=O)NC1=O	-9	2	-5	2.0	-12	3	6	27	-10
Cc1cc2nc3c(nc2cc1C)C1(C(=O)N(C)C)CCC3(C)C1(C)C (stereo not drawn)	-30	14	-1	0.1	22	4	5	6	-4
CC1(C)CC(=O)C=C(Nc2ccc3c(c2)OCCO3)C1	-18	4	3	0.0	8	2	4	24	-16
CC(NC(=O)COC(=O)CC(c1ccccc1)c1ccccc1)c1ccccc1 (stereo not drawn)	0	-5	1	0.2	17	2	1	11	7
Cc1ccc2c(-c3ccc([N+](=O)[O-])cc3)cc(=O)[nH]c2c1	-22	8	17	0.3	-10	4	5	1	21
Cc1cccc(Nc2nnc(SCC(=O)NCc3cccs3)s2)c1	-1	13	4	0.5	-10	-3	5	-37	-12
CC(C(=O)O)c1ccc(-c2ccccc2)c(F)c1 (stereo not drawn)	-2	-8&4	-4	2.5	13&4	-1&-4	12&12	35&26&18	-2&0
Cc1cccc(N=C2NN=C(c3ccc4c(c3)OCCO4)CS2)c1	-17	5	0	-0.1	-5	-5	10	-19	15[fluorescence artefact?]
CCNc1nc(NCC)n2c(SCC(=O)N3CC4(C)CC3CC(C)(C)C4)nnc2n1 (stereo not drawn)	-3	-4	0	-0.1	-12	6	15	6	-10
CC(C)(C)c1ccc(OCCOCCn2cnc3ccccc3c2=O)cc1	-5	13	1	18	2	4	8	1	-3
Cc1onc(-c2ccccc2)c1C(=O)N/N=C/c1cc2c(cc1Br)OCO2	-8	-1	4	1.4	-4	4	13	55	-2
COc1ccc(CC(=O)NCC2(N3CCCCC3)CCCCC2)cc1	-1	4	4	0.1	24	2	11	-19	10
O=C(NCC1CCCO1)C1CCN(C2CCN(CCCC3CCCC3)CC2)CC1 (stereo not drawn)	0	8	22	0.3	0	-5	3	-17	-6
O=C(COc1ccc(Cl)cc1)NCCSCc1cccc(Cl)c1	0	6	2	0.1	-47	3	8	-30	57
Cc1nc(NC(=O)/C=C/c2ccccc2)sc1C(=O)Nc1cccc(Cl)c1	-13	-6	0	-0.8	-103	-2[fluorescence artefact?]	14	-4	-5
Cc1cc(OCC(=O)Nc2ccc(N3CCCC3)cc2)cc(C)c1Cl	6	11	28	2.4	-16	0	6	-8	57
CC(C)C(C)NC(=O)COc1ccc(S(=O)(=O)N2CCOCC2)cc1Cl (stereo not drawn)	7	-5	-31	-0.2	24	0	4	-8	-2
CCOc1ccc(C2=NNC(c3cccs3)=Nc3ccc(OCC)cc32)cc1	-20	.	4	0.1	-43	1[fluorescence artefact?]	.	27	1
C/C(CC(=O)Nc1ccc(N(C)C)cc1)=N\NC(=O)c1cnccn1	-9	.	3	2.2	-3	-1	4	-2	-17
Cc1cc(NC(=O)CSc2nccn2-c2ccc([N+](=O)[O-])cc2)no1	-8	7	-3	0.4	9	-7	6	-28	0
COc1ccc(NCc2nnc(SCC(=O)NCc3ccco3)n2-c2ccccc2OC)cc1	0	7	10	-0.1	17	-2[fluorescence artefact?]	17	5	-4[fluorescence artefact?]
CCCCn1c(SCC(=O)NCc2ccco2)nc2cc(S(N)(=O)=O)ccc21	-7	10	-18	0.0	-12	-1	10	11	3
O=C(Nc1ccc(N2CCCCC2)cc1)C(Cl)c1ccccc1 (stereo not drawn)	-7	2	20	77*	-23	2	5	-2	-23
COC(=O)c1cn(Cc2ccc(C(F)(F)F)cc2)cc(F)c1=O	-3	.	21	-0.1	3	-2	5	6	7
CC(=O)Nc1ccc2nsnc2c1	-27	8	17	-0.2	-115	2	8	0	6
CC1Cc2ccccc2N1C(=O)COC(=O)CNC(=O)c1ccc(Br)o1 (stereo not drawn)	-1	6	5	-0.3	4	1	12	15	-9
C#CCCCCCCC#CCN(C)C	-7	.	3	.	4	0[fluorescence artefact?]	12	15	47[fluorescence artefact?]
COc1cccc(C(=O)NNC(=O)CCc2ccccc2)c1	4	12	1	1.4	-21	1	7	32	-11
O=S(=O)(NCCc1csc(-c2cccnc2)n1)c1cccs1	-6	-2	3	-0.6	17	-5	6	-13	12
Cc1nnc(NC(=O)CSc2ncnc3scc(-c4ccccc4)c23)s1	-4	-9	-1	0.7	17	-48	19	-12	8

An excerpt of these results, in CSV form.
compound,Tb hexokinase,Rad51 HR inh,Hck Nef HTS,zVAD death inh,m-calpain inh,eIF4E-4G inh,PGE2 EP2 inh,EP2 mod,14-3-3 Bad PPI
O=C(Nc1ccc(F)cc1)Nc1ccccc1N1CCCCC1,0,10,-1,1.3,-6,1,10,-34,-8
CC1(C)CC(=O)C=C(Nc2ccc3c(c2)OCCO3)C1,-18,4,3,0.0,8,2,4,24,-16
O=C(COc1ccc(Cl)cc1)NCCSCc1cccc(Cl)c1,0,6,2,0.1,-47,3,8,-30,57
